From PubChem
LMPTP inh: LMPTP phosphatase inhibitors, primary screen, biochemical, fluorescence intensity, uHTS; Low molecular weight phosphotyrosine protein phosphatase (Homo sapiens), P24666; 0.22% of 360,000 active; recombinant LMPTP-A, OMFP fluorogenic substrate; AID 651560, 2012; inhibition, % at 20 µM;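 active = compounds that cut the enzyme signal by at least half of the control window in the single-dose screen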;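 note: plate controls were DMSO wells with enzyme plus substrate for no effect and substrate without enzyme for full effect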
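Test system: LMPTP-A, protein tyrosine phosphatase of low molecular weight; Input: 0.625 nM enzyme; Incubation: 50 min dark incubation at room temperature; Signal: endpoint fluorescence intensity from OMFP dephosphorylation; Read-out basis: % inhibition versus control wells.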
Scp1 inh: Scp-1 phosphatase inhibitors, primary screen, biochemical, colorimetric, uHTS. Recombinant Scp1, phosphopeptide, malachite green phosphate absorbance. 0.88% of 340,000 active. Carboxy-terminal domain RNA polymerase II polypeptide A small phosphatase 1 (Homo …. inhibition, % at 20 µM;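 active = inhibition above about 50% at 20 µM, limit read from the data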;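 note: plate controls were DMSO wells with enzyme for no effect and wells lacking enzyme for full effect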
Target sequence (Q9GZU7 76-261 limits assumed): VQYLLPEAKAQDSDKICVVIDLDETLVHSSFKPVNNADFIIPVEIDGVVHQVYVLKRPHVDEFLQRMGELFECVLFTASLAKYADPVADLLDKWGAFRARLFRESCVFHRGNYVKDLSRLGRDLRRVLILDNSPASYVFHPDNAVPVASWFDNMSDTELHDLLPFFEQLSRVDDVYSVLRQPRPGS
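Test system – truncated SCP-1 phosphatase (76-261aa) · Reagent – Phosphorylated 17-residue peptide substrate · Incubation – 45 min room-temperature reaction, 5 min colour, 30 min stabiliser · Detection – colorimetric phosphate reagent with accelerator and stabiliser, absorbance at 630 nm · Measure – % inhibition at 20 µM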
Tb MetRS inh: T. brucei MetRS inhibitors, primary screen, biochemical, luminescence; 0.4% of 360,000 active; inhibition, % at 11.9 µM; purified T. brucei MetRS, ATP depletion, Kinase-Glo luminescence; methionyl-tRNA synthetase (Trypanosoma brucei brucei); AID 624268, 2012;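 active = inhibition above a per-plate cutoff of the control wells' mean inhibition plus 3 SD, cut at about 5.5% in these data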;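 note: 0% = DMSO wells median and 100% = median of wells with control inhibitor compound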
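Material: T. brucei methionyl-tRNA synthetase, purified; reagent: substrates ATP, L-methionine and bulk Escherichia coli tRNA; dosing: 11.9 µM single point; timing: 15 min plus 2 h at 25 °C; detection: luminescence of leftover ATP; evaluation: % inhibition; control set: DMSO-only wells as low control; replicates: singlicate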
MsrA inhibitor: bovine MsrA enzyme inhibitors, primary screen, biochemical, absorbance, HTS; purified bovine MsrA, absorbance read-out; AID 651718, 2012; inhibition, % at 15.5 µM; 0.75% of 360,000 active; in the data active = inhibition above about 4.5%;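 note: 0% = vehicle wells with enzyme and 100% = reference inhibitor wells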
DNMT1 inh: human DNMT1 methyltransferase inhibitors, primary screen, biochemical, molecular beacon, fluorescence, HinP1I cleavage, uHTS; DNA (cytosine-5)-methyltransferase 1 (Homo sapiens), P26358; 0.83% of 360,000 active; AID 588458, 2011; inhibition (reported as % activation of signal), % at 10 µM; in the data active = inhibition above about 50%
Rpn11 block: Rpn11 (PSMD14) deubiquitinase inhibitors, primary screen, biochemical, fluorescence polarization, uHTS. human 26S proteasome, Ub4-pepOG fluorescence polarization; 20S core pre-blocked with epoxomicin. calls only at 20 µM. 0.59% of 360,000 active. AID 588493, 2011;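 active = inhibition at 20 µM, scaled to each plate's controls, above about 33%, limit read from the data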
Target sequence (O00487 whole entry, looked up): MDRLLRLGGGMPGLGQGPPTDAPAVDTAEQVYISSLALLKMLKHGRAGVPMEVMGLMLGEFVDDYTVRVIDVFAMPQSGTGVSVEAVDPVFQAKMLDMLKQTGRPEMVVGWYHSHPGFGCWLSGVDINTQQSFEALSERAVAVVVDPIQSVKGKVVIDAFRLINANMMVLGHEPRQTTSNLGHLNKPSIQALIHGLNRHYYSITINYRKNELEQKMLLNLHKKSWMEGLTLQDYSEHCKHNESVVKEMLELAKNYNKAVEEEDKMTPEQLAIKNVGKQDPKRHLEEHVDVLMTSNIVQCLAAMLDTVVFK
CSN deneddyl inh: inhibitors of CSN-mediated cullin deneddylation, primary screen, biochemical, fluorescence polarization, uHTS; COP9 signalosome complex subunit 5 (Homo sapiens), Q92905; Purified CSN, SCF-Nedd8-OG deneddylation; AID 651999, 2013; 0.38% of 360,000 active; inhibition, % at 12.5 µM;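 active = pattern-corrected inhibition above about 35%, with an unprinted fluorescence ratio check between 0.5 and 1.5, limit read from the data, passing the limit was not always enough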;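 note: 0% = enzyme with substrate and 100% = substrate without enzyme; some results filed as inactive read as strong as hits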
Target sequence (Q92905 whole entry, looked up, one chain of several): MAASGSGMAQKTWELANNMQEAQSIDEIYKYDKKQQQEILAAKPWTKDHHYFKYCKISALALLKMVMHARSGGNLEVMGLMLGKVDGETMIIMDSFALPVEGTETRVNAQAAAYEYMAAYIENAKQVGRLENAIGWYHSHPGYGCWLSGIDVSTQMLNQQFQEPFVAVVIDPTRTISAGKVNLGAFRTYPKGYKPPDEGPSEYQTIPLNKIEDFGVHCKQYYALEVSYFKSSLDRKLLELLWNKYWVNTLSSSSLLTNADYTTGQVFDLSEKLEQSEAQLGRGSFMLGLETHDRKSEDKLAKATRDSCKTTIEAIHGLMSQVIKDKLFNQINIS
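Test system: Human Csn5 produced in HEK293T cells | Compound: 12.5 µM single point | Times: 90 min, room temperature | Signal: Fluorescence polarization readout | Read-out basis: % inhibition of substrate cleavage by Csn5 | Controls: no-enzyme wells high, enzyme-with-substrate wells low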
SUMO1 PPI mod: modulators of SUMO1 protein-protein interactions, primary screen, biochemical, uHTS; Small ubiquitin-related modifier 1 (Homo sapiens), P63165; SUMO1 binding to a labelled peptide, TR-FRET, 1 h; inhibition, % at 20 µM; 0.33% of 360,000 active; in the data active = inhibition above about 37%
Target sequence (P63165 whole entry, looked up): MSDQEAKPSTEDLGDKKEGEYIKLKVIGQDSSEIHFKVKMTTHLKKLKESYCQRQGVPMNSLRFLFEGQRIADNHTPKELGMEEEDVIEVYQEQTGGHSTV
NadD inh: inhibitors of S. aureus NadD, primary screen, biochemical, colorimetric, uHTS; Nicotinate-nucleotide adenylyltransferase NadD (Staphylococcus aureus N315); purified NadD enzyme, colorimetric absorbance read-out; inhibition, % at 20 µM; 0.78% of 360,000 active; in the data active = inhibition above about 26%; note: some compounds past the cut are filed as inactive
STEP inh: STEP phosphatase inhibitors, primary screen, biochemical, fluorescence intensity, uHTS. recombinant STEP, OMFP fluorogenic substrate. AID 588621, 2011. 0.25% of 360,000 active. inhibition, % at 20 µM. Tyrosine-protein phosphatase non-receptor type 5 (Homo sapiens), P54829;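 active = inhibition at 20 µM, scaled per plate between control wells, above about 37%, limit read from the data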;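 note: 0% = DMSO with enzyme and substrate and 100% = substrate only without enzyme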
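medium = Bis-Tris buffer pH 6.0, 2.5 mM DTT, 0.005% Tween 20 | test system = STEP (striatal-enriched tyrosine phosphatase) enzyme, cell-free | measure = normalized % inhibition | compound dosing = 20 µM, 1% DMSO | also added = 25 µM OMFP | schedule = reaction 20 min, ambient temperature | measured by = fluorescence read at 480 nm ex / 540 nm em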
Starred values were filed as active, the others as inactive; i = inactive; / = not tested or not shown.

1	CCOCCCNC(=O)C(NC(=O)CC1NC(=O)NC1=O)c1ccc(Cl)cc1 (stereo not drawn)
2	CC(Oc1ccccc1)C(=O)Nc1ccc(S(=O)(=O)N2CCCC2)cc1 (stereo not drawn)
3	COc1ccc(-c2nnn(Cc3nc(N)nc(N4CCOCC4)n3)n2)cc1OC
4	CCOC(=O)N1CCC(NC(=O)c2cnc3n(c2=O)CCS3)CC1
5	CC(=O)OCC(=O)NCc1ccc2c(c1)OCO2
6	COc1ccccc1/C=C/C=c1\sc2nc(=O)c(Cc3ccccc3)nn2c1=O

assay / compound	1	2	3	4	5	6
LMPTP inh	-1.6	-0.3	0.1	-0.9	-1.4	11
Scp1 inh	-5	-3	-2	-8	3	3
Tb MetRS inh	-0.3	-0.1	-0.5	-0.1	-3.3	-1.1
MsrA inhibitor	-0.5	0.2	0.0	1.2	-0.4	-0.6
DNMT1 inh	3	-2	1	6	0	93*
Rpn11 block	i	i	i	i	i	i
CSN deneddyl inh	2	7	-3	2	3	11
SUMO1 PPI mod	-4	1	1	1	-3	15
NadD inh	0	-4	7	-4	3	37*
STEP inh	-1	0	-3	-1	-6	5

Some of the entries above, set out differently.
No.	Structure	LMPTP inh	Scp1 inh	Tb MetRS inh	MsrA inhibitor	DNMT1 inh	Rpn11 block	CSN deneddyl inh	SUMO1 PPI mod	NadD inh	STEP inh
3	COc1ccc(-c2nnn(Cc3nc(N)nc(N4CCOCC4)n3)n2)cc1OC	0.1	-2	-0.5	0.0	1	i	-3	1	7	-3
6	COc1ccccc1/C=C/C=c1\sc2nc(=O)c(Cc3ccccc3)nn2c1=O	11	3	-1.1	-0.6	93*	i	11	15	37*	5
5	CC(=O)OCC(=O)NCc1ccc2c(c1)OCO2	-1.4	3	-3.3	-0.4	0	i	3	-3	3	-6
1	CCOCCCNC(=O)C(NC(=O)CC1NC(=O)NC1=O)c1ccc(Cl)cc1 (stereo not drawn)	-1.6	-5	-0.3	-0.5	3	i	2	-4	0	-1

Remaining list, next part.
7	COC(=O)c1ccccc1NC(=O)CSc1ncccn1
8	Cc1ccc(C(=O)O)cc1NC(=O)c1ccc(Cn2nc(C)c(Cl)c2C)o1
9	O=C(CSc1nc2ncc(Cl)cc2[nH]1)N1CCOCC1
10	CC1=NN(c2ccc([N+](=O)[O-])cc2)C(=O)C1
11	CN(C)C(=O)COc1ccc(Br)cc1
12	C/C(=N\Nc1nc(N)cc(Cl)n1)c1ccc(F)cc1

assay / compound	7	8	9	10	11	12
LMPTP inh	-1.7	0.8	-1.0	3.1	-2.3	-0.8
Scp1 inh	-3	5	-4	3	-12	-6
Tb MetRS inh	0.3	0.2	0.2	-0.2	-0.1	-0.8
MsrA inhibitor	-0.5	0.7	1.1	/	-2.0	1.1
DNMT1 inh	1	-1	4	-8	-1	-2
Rpn11 block	i	i	i	i	i	i
CSN deneddyl inh	5	3	-6	-6	-3	-6
SUMO1 PPI mod	9	3	1	3	2	2
NadD inh	-2	4	1	3	3	-5
STEP inh	-1	2	2	-1	2	-2

13	Cc1nc(-c2ccccc2)sc1-c1nnc(C2CC2)o1
14	Cc1cc(C)c2cc(C#N)c(NCCCNC(=O)c3cccnc3)nc2c1
15	COc1cccc(N2CCN(C(=O)CC(NC(=O)c3ccccc3)c3ccccc3)CC2)c1 (stereo not drawn)
16	Cc1c(CN2CCC(CO)(CCOc3ccccc3)CC2)c(=O)n(-c2ccccc2)n1C
17	O=C(NNC(=O)c1cccnc1)Nc1ccccc1
18	CC(C)c1ccc(NS(=O)(=O)c2cccc3cccnc23)cc1

assay / compound	13	14	15	16	17	18
LMPTP inh	-0.2	-0.9	-1.0	0.2	0.1	2.9
Scp1 inh	3	/	-3	-5	10	-4
Tb MetRS inh	-0.1	-1.1	-0.3	-0.1	0.2	-0.6
MsrA inhibitor	2.9	1.9	0.9	1.3	-0.4	-0.6
DNMT1 inh	0	-2	-7	-1	1	0
Rpn11 block	i	i	i	i	i	i
CSN deneddyl inh	-2	1	3	-7	7	-1
SUMO1 PPI mod	-26	-2	3	-5	3	3
NadD inh	-2	5	0	-2	1	-6
STEP inh	-3	2	-2	1	0	2

19	Oc1ccc(C[C@H]2CNC(=S)N2CC2CCCN2C[C@H](Cc2ccc(O)cc2)N2C[C@H](Cc3ccccc3)N(CC3CCCCCC3)C2=S)cc1 (stereo partly drawn)
20	CC(C)(CC(=O)O)CC(=O)Nc1ccc(Oc2ccc(C(C)(C)C)cc2)nc1
21	COC(=O)c1ccc(CN2CCC(n3nccc3NC(=O)C3CC3)CC2)cc1
22	O=C(CSc1nc2nn(-c3ccccc3)c(=O)c-2c2n1CCCCC2)NCCCc1ccccc1
23	Cc1ccccc1C(=O)NC1CCN(CC(=O)Nc2ccccc2)CC1
24	Cc1cccc(NC(=S)N2CCCC(c3nc4ccccc4[nH]3)C2)c1 (stereo not drawn)

assay / compound	19	20	21	22	23	24
LMPTP inh	2.2	2.2	-0.1	1.4	-1.5	-0.3
Scp1 inh	45	-5	1	-5	-5	5
Tb MetRS inh	0.0	-1.1	-0.3	-0.2	-0.9	4.5
MsrA inhibitor	0.3	0.1	-0.1	0.7	-0.5	-0.9
DNMT1 inh	-14	-6	-1	-2	0	0
Rpn11 block	i	i	i	i	i	i
CSN deneddyl inh	0	0	-1	-6	-1	-4
SUMO1 PPI mod	3	2	4	-11	2	-3
NadD inh	45*	2	-5	-6	-6	3
STEP inh	3	-2	0	2	-2	1

25	CCC(CC)C(=O)NCc1ccc(Cl)cc1
26	CC(=O)c1ccc(N2CCN(C(=O)c3ccc4c(=O)n(-c5ccccc5)c(=O)[nH]c4c3)CC2)cc1
27	CC(C)(C)C(=O)NC(=S)Nc1ccccn1
28	O=C(N/N=C/c1ccco1)c1cc(Br)ccc1OCc1ccccc1
29	Cc1cccc(NC(=O)CSc2nc(C)c(CC(=O)c3ccc(Br)cc3)c(C)c2C#N)c1C
30	Cc1ccc(CN2C(=O)CC(Nc3ccc(N4CCOCC4)cc3)C2=O)cc1 (stereo not drawn)

assay / compound	25	26	27	28	29	30
LMPTP inh	0.1	-2.1	-1.2	-0.9	-2.2	0.6
Scp1 inh	-12	-7	-3	-1	0	-4
Tb MetRS inh	0.0	1.0	0.4	-0.7	-1.7	-0.1
MsrA inhibitor	0.1	4.6*	0.1	0.0	-0.6	0.0
DNMT1 inh	-3	-1	6	4	38	-4
Rpn11 block	i	i	i	i	i	i
CSN deneddyl inh	-11	1	-5	-1	2	6
SUMO1 PPI mod	-4	1	-1	4	-11	-11
NadD inh	1	11	4	-2	20	4
STEP inh	7	-5	1	1	-8	2

31	COc1ccc(CCC(=O)NCc2ccccc2Cl)cc1OC
32	COc1cccc(N2CCN(C3CC(=O)N(c4ccc(Cl)c(Cl)c4)C3=O)CC2)c1 (stereo not drawn)
33	CC(C)C[C@@H]1Cc2[nH][nH]c(=O)c2[C@H](C)O1
34	O=Cc1ccc(OCC(=O)Nc2ccccc2-c2ccccc2)cc1
35	CC(/C=N/n1c(-c2ccccc2)n[nH]c1=S)=C\c1ccco1
36	Cc1ccc(-n2nc3c4c(cccc4c2=O)-c2ccccc2-3)cc1

assay / compound	31	32	33	34	35	36
LMPTP inh	-0.9	1.2	-1.3	-1.5	-0.5	4.2
Scp1 inh	-10	5	/	-9	-1	-5
Tb MetRS inh	-0.1	-0.1	-1.4	-0.4	-1.5	-1.0
MsrA inhibitor	-0.6	-0.6	2.0	1.5	3.7	0.1
DNMT1 inh	10	-8	/	2	21	52*
Rpn11 block	i	i	/	i	i	i
CSN deneddyl inh	-8	2	-1	0	11	7
SUMO1 PPI mod	-5	11	7	5	0	-6
NadD inh	-3	-6	-4	-10	6	11
STEP inh	-2	-1	/	-2	2	2

37	CCCN=C1N/C(=C\c2ccco2)C(=O)N1c1ccccc1
38	CCOC(=O)C1C(O)=CC(=O)CC1c1ccccc1 (stereo not drawn)
39	Cc1ccc(NC(=O)N2CCCC2C(=O)NCCC2=CCCCC2)cc1 (stereo not drawn)
40	Cc1ccc(C(=O)OCC(=O)NC2CCCCC2)o1
41	Cc1ccc2c(c1)NC(=O)CC(c1ccccc1)=N2
42	COc1ccc(Cn2c(C)nnc2-c2cnn(C)c2N)cc1OC

assay / compound	37	38	39	40	41	42
LMPTP inh	0.7	-0.7	-1.4	1.4	-0.9	-1.7
Scp1 inh	1	-8	6	13	4	-7
Tb MetRS inh	0.0	0.0	-0.5	-0.5	-0.2	-0.1
MsrA inhibitor	0.9	-0.6	0.6	-0.3	1.5	-0.6
DNMT1 inh	0	8	-1	6	-1	1
Rpn11 block	i	i	i	i	i	i
CSN deneddyl inh	1	-8	1	3	-1	-6
SUMO1 PPI mod	2	1	1	-2	-6	3
NadD inh	3	-2	0	-1	6	-7
STEP inh	0	0	-3	2	-2	-2

A few values from the results shown.
Under Tb MetRS inh, cpd 38 is listed with 0.0
Under Tb MetRS inh, cpd 42 is listed with -0.1
Under MsrA inhibitor, cpd 37 is listed with 0.9
Under LMPTP inh, cpd 39 is listed with -1.4
